# Source: PubChem BioAssay (several laboratories)
# PostGolgi yeast: phenotypic screen on post-Golgi transport, primary screen. post-Golgi transport phenotypic cell assay. inhibition, % at 10 µM. 98,000 compounds, 0.9% hits;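 also: yeast cells grown in 1536-well plates; yeast grown about 18 h at 30C before absorbance read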
# Pyk2 oligo antag: antagonists of Pyk2 self-association, primary screen, Q293 cells, FERM NanoBiT luminescence, HTS | AID 1347419, 2020 | 99,000 compounds, 0.83% hits | z-score (the deposit names both 25 µM and 10 µM) | Protein-tyrosine kinase 2-beta (Homo sapiens), Q14289 | hits give low values;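 active = Z-score of -3 or lower, scaled per plate to the spread of control and sample wells; inactive = z-score above -3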;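 also: negative z-score means lost luminescence so less FERM oligomerization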
# Target sequence (Q14289 whole entry, looked up): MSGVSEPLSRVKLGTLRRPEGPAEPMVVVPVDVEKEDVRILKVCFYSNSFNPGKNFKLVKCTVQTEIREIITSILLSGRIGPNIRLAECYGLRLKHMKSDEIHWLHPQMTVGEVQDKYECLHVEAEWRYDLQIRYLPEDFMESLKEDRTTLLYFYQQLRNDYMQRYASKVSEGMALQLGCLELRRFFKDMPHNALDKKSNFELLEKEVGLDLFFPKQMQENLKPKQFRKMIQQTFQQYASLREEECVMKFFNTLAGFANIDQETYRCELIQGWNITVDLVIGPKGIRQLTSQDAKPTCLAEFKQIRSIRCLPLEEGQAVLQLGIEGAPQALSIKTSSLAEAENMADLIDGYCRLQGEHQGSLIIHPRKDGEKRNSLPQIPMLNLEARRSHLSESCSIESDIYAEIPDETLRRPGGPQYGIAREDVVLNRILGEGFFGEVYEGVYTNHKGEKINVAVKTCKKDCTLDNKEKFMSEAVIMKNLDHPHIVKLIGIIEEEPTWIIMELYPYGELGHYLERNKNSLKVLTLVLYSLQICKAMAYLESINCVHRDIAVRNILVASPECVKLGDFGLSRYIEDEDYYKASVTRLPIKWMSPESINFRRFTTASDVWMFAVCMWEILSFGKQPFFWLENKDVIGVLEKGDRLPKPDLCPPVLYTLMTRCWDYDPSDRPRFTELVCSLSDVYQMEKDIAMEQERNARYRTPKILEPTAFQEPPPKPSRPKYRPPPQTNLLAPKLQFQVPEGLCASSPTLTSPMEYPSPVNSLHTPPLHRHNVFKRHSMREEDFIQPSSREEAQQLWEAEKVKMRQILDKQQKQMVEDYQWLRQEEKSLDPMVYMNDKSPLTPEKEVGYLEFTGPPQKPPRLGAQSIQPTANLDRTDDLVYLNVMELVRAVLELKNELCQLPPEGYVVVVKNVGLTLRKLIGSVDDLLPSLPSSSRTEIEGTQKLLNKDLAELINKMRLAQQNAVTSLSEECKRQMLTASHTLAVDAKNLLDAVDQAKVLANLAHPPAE
# DAT uptake mod: changed hDAT dopamine uptake under cocaine IC80, either direction, primary screen, cocaine antagonist project, cell-based, LLC-PK1 hDAT, [14C]-dopamine uptake, MLSMR | Sodium-dependent dopamine transporter (Homo sapiens), Q01959 | LLC-PK1 hDAT cells, [14C]-dopamine uptake with cocaine IC80; actives deviate in either direction | B-score at 10 µM | 110,000 compounds, 1.3% hits | AID 449768, 2010;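 active = Z score or B-score, a plate-position-corrected score, falls beyond the plate's 99.7% confidence bounds, in either direction; inactive = both scores lie inside the 99.7% bounds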;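 also: scored against the spread of the other compound wells on the same plate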
# CYP2C9 inhib: blockers of cytochrome P450 2C9 activity – biochemical, luminescence, ADME assay, primary screen; inhibition, % at 5 µM; 96,000 compounds, 20% hits; AID 777, 2007; CYP2C9 Supersomes, luciferin-H conversion; P11712;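 active = blocking of liver enzyme CYP2C9 beyond about 50% at 5 µM, limit read from the data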; also: values of inactives mirror those of a sister screen read the other way
# CYP2C9 activ: human CYP2C9 activators, primary screen, biochemical, luminescence. activation factor at 5 µM. recombinant CYP2C9, luciferin-H conversion; hits give high values; factor 1 = untreated enzyme, 0 = blocked. Cytochrome P450 2C9 (Homo sapiens), P11712. AID 1024, 2008. 96,000 compounds, 1.4% hits;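 active = activation factor of 2 or more for CYP2C9 at a 5 µM dose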;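 also: 0 = sulfaphenazole-blocked wells and 1 = vehicle-only wells; values of inactives mirror those of a sister screen read the other way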
# LYP inh 2: PTPN22 phosphatase inhibitors, primary screen, biochemical, DiFMUP fluorescence, 2 µM; Tyrosine-protein phosphatase non-receptor type 22 (Homo sapiens), Q9Y2R2; recombinant LYP catalytic domain; inhibition, % at 2 µM; 96,000 compounds, 0.21% hits;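 active = inhibition at 2 µM at or above a set limit, the screen mean plus 3 SD, cut at about 24% in these data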;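 also: 0% = DMSO with enzyme and 100% = enzyme fully blocked by orthovanadate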
# E coli WT exp: growth inhibitors of wild-type E. coli, primary screen, strain BW25113, expanded library, OD600; growth inhibition, % at 100 µM; 98,000 compounds, 0.15% hits; OD600 absorbance;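 active = growth inhibition above about 50% at one test dose, limit read from the data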;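 also: growth measured after 20 h incubation at 37 °C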
# PostGolgi ctrl: growth inhibition of yeast control strain, primary screen, counter-screen for post-Golgi transport modulator project; efflux-deficient yeast background strain, growth absorbance A615, 16 h; inhibition, % at 10 µM; 98,000 compounds, 5% hits
# PTPN22 act: LYP phosphatase activators, primary screen, biochemical, DiFMUP fluorescence, 2 µM | 96,000 compounds, 0.11% hits | Tyrosine-protein phosphatase non-receptor type 22 (Homo sapiens), Q9Y2R2 | activation, % at 2 µM | AID 697, 2007 | recombinant LYP; 0 = plate median, 100 = signal doubled;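 active = activation at 2 µM above a set limit, the mean plus 5 SD, cut at about 37% in these data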
# An asterisk follows results filed as active; . = not tested or not shown. Rule as the data show it, unless noted: active = inhibition above about 30%; inactive = the rest.
SMILES,PostGolgi yeast,Pyk2 oligo antag,DAT uptake mod,CYP2C9 inhib,CYP2C9 activ,LYP inh 2,E coli WT exp,PostGolgi ctrl,PTPN22 act
CC(C)Cn1c(CN2CCN(c3ccccc3F)CC2)nc2c1c(=O)[nH]c(=O)n2C,-2,.,1.8,.,.,2,-4,16,-3
CN(C)c1ccc(NC2=C([N+](=O)[O-])CS(=O)(=O)C2)cc1,-12,0.11,0.2,6,0.9,12,2,7,-13
CCOP(=O)(c1ccc(N(C)C)cc1)C(O)c1cc(OC)c(OC)c(OC)c1 (centres undefined),-10,0.94,0.77,-21,1.2,-11,2,-1,8
c1ccc(-c2nn3c(Cn4cnc5ccccc54)nnc3s2)cc1,-2,-0.03,-0.29,13,0.9,-1,1,24,0
O=C(NC(=S)N1CCCCC1)c1cccnc1,2,1.5,0.15,-5,1.1,11,3,1,-10
COC(=O)c1ccccc1NC(=O)CN1CCN(C(=O)c2ccco2)CC1,6,0.03,-0.045,16,0.8,-1,3,14,0
O=C(Nc1ccccc1)OC(CN1CCCCC1)C(F)(F)F (centres undefined),-9,1.1,1.4,23,0.8,-4,3,11,7
O=C(CCCN1C(=O)c2ccccc2C1=O)N1CCN(c2ccccn2)CC1,-6,2.2,0.33,37,0.6,1,9,-3,-6
Cc1c(NC(=O)CSc2nc(-c3ccco3)cc(C(F)(F)F)n2)c(=O)n(-c2ccccc2)n1C,-3,-0.23,1.2,-2,1,-7,13,8,-1
O=C(CO)N/N=C/c1ccccc1F,-2,0.05,-0.03,-25,1.3,2,-1,9,0
O=[N+]([O-])c1ccc(Cl)c(/C=N/NC(=S)Nc2ccccc2)c1,13,-0.1,-0.43,-4,1,-15,-11,-1,13
Cc1nn(-c2ccccc2)c2c1C(c1ccc(O)c(O)c1)N1C(=N2)C(Nc2ccccc2)=Nc2ccccc21 (centres undefined),-5,-0.2,0.86,42,0.6,6,-10,51*,-4
Cc1ccccc1-n1cnnc1SCC(=O)N1CCN(c2ccccc2)CC1,0,0.53,1.5,22,0.8,-2,4,22,6
O=C(N/C(=C\c1ccc(Br)cc1)c1nc2ccccc2[nH]1)c1ccco1,3,-0.39,0.34,14,0.9,-7,-10,2,10
CCOc1ccc(N(CC(=O)N2CCN(c3ccccc3)CC2)S(=O)(=O)c2c(C)noc2C)cc1,6,.,0.66,9,0.9,-2,-3,9,2
Cc1ccc(S(=O)(=O)N2CCC(C(=O)Nc3nnc(-c4ccco4)s3)CC2)cc1,-4,0.19,0.031,-9,1.1,-1,-10,5,1
CCOC(=O)c1cc(-c2cccs2)nc2onc(C)c12,0,-0.18,1.5,25,0.8,3,-3,3,-5
COc1ccccc1Cn1cnc2cccnc21,15,1.4,0,7,0.9,-2,5,6,2
CCOC(=O)c1ccc(NC(=O)c2ccc(CN3CCOCC3)cc2)cc1,94*,-0.97,-0.53,6,0.9,8,-2,27,-6
Cc1ccc(-c2cc(C(F)F)nc(N3CCC(C)CC3)n2)cc1,10,0.74,-0.12,55*,0.5,5,-6,2,-2
COc1cccc(Cn2nnc(C(=O)NCc3ccccc3Cl)c2N)c1,-5,.,0.43,-190,2.9*,-4,10,20,2
O=C(NCCCc1ccccc1)c1ccccc1,2,-0.33,0.0016,12,0.9,-10,0,3,15
Cc1cc(C)nc(N(C#N)CN2C(=O)c3ccccc3S2(=O)=O)n1,0,0.92,-0.069,-70,1.7,-2,-8,-9,1
COc1ccc(C2CC(=O)C3=C(C2)NC(C)=C(C#N)C3c2ccc(N(C)C)cc2)cc1 (centres undefined),-22,-1.7,0.49,87*,0.1,.,-9,2,.
CCCCOC(=O)NC(NCC(O)c1ccccc1)(C(F)(F)F)C(F)(F)F (centres undefined),-2,0.58,0.0094,78*,0.2,2,1,30,-1
Cc1ccc(OCC(=O)O/N=C(\N)Cc2cccs2)cc1C,.,-0.74,-0.92,.,.,11,.,.,-6
CCn1c(COc2cccc(C)c2)nnc1SCC(=O)Nc1cccc(C(=O)O)c1,0,0.51,-0.28,79*,0.2,-7,4,1,7
CC(C)CC(=O)NC(=S)Nc1nc(-c2cccc3ccccc23)cs1,-10,-0.34,-0.62,57*,0.4,0,-14,22,4
CC1Oc2ccccc2N(CC(=O)N2CCCc3ccccc32)C1=O (centres undefined),0,-0.12,0.33,33,0.7,-13,1,1,12
CCC(C)(C)n1nnnc1C(c1cccc(C#N)c1)N1CCN(c2cccc(C)c2C)CC1 (centres undefined),0,-1.3,-0.5,27,0.7,2,-12,13,-5

# Sorted by value in LYP inh 2 (high to low): 3 from the list above
canonical_smiles | PostGolgi yeast | Pyk2 oligo antag | DAT uptake mod | CYP2C9 inhib | CYP2C9 activ | LYP inh 2 | PTPN22 act
Cc1ccc(OCC(=O)O/N=C(\N)Cc2cccs2)cc1C | . | -0.74 | -0.92 | . | . | 11 | -6
CCC(C)(C)n1nnnc1C(c1cccc(C#N)c1)N1CCN(c2cccc(C)c2C)CC1 (centres undefined) | 0 | -1.3 | -0.5 | 27 | 0.7 | 2 | -5
CCn1c(COc2cccc(C)c2)nnc1SCC(=O)Nc1cccc(C(=O)O)c1 | 0 | 0.51 | -0.28 | 79* | 0.2 | -7 | 7

# New compounds follow:
SMILES,PostGolgi yeast,Pyk2 oligo antag,DAT uptake mod,CYP2C9 inhib,CYP2C9 activ,LYP inh 2,E coli WT exp,PostGolgi ctrl,PTPN22 act
COC(=O)C1=C(C)NC(=O)CC1c1cc2c(cc1Br)OCO2 (centres undefined),-6,-0.46,-1,71*,0.3,.,7,4,.
COc1ccc(CC(=O)NC2CCN(CC(=O)Nc3ccc4c(c3)OCCO4)CC2)cc1OC,-8,2.1,0.43,-1,1,2,-1,37*,2
CCOCc1nc(N)[nH]c(=O)c1Cc1ccc(OC(C)C)cc1,.,1.6,0.95,.,.,10,.,.,-13
COc1cccc2cc(C(=O)N3CCN(c4ccc(C)cc4C)CC3)c(=O)oc12,4,.,0.72,20,0.8,-5,4,11,4
CS(=O)(=O)c1ccc2nc(NC(=O)c3cc4ccccc4o3)sc2c1,-2,-0.89,-1.6,46,0.5,5,-18,4,-9
CN(Cc1nc(-c2cccnc2)no1)S(=O)(=O)c1ccc2ccccc2c1,3,1.3,0.5,27,0.7,0,-4,11,-7
O=C(Nc1ccccc1C(=O)O)c1ccc(Cl)c(S(=O)(=O)N2CCOCC2)c1,6,-2,1.9,75*,0.2,-3,0,5,1
CS(=O)(=O)N1CCC(C(=O)Nc2ccc(Br)cc2F)CC1,-3,1.2,-1.1,-8,1.1,0,0,9,-3
COc1cccc(NC(=O)CN(c2cccc(F)c2)S(C)(=O)=O)c1,-7,-0.44,-0.61,30,0.7,-3,-10,22,4
CC/C(CC(C)(C)c1ccccc1)=N\O,-1,-0.54,.,25,0.8,-10,12,12,8
Cn1c(=O)c2c(nc(SCC(=O)Nc3ccccc3N3CCCCC3)n2C)n(C)c1=O,0,-0.41,0.64,94*,0.1,4,-7,4,-6
COc1ccc(C2/C(=C(\O)c3cc(C)ccc3C)C(=O)C(=O)N2CCN(C)C)cc1OC (centres undefined),-2,0.35,0.013,33,0.7,-9,-7,17,8
CCOC(=O)c1cc2sc(C)cc2n1CC(=O)NCCc1ccccc1,3,0.88,-0.2,46,0.5,4,-4,3,-2
CC1=NN(S(=O)(=O)c2ccc(F)cc2)C(=O)c2ccccc2O1,-7,-0.52,0.0096,4,1,-10,0,-1,14
Cc1cccc(-c2cc3nc(C)cc(NCCCn4ccnc4)n3n2)c1,-12,0.32,2.1,96*,0,-9,4,7,12
O=C(Nc1ccccn1)c1c(O)c2cccc3c2n(c1=O)CCC3,-7,0.84,-0.14,3,1,8,-4,1,-7
COC(=O)C1=C(C)N(c2ccc(F)c(Cl)c2)C(=O)C1,-6,-0.24,0.045,52*,0.5,2,10,-5,-7
CCCc1nnc(NC(=O)CCC(=O)Nc2ccc(F)cc2)s1,4,0.15,0.56,28,0.7,5,2,8,-7
COc1ccccc1N1CCN(c2cc(=O)n(Cc3ccc(F)cc3)c(=O)[nH]2)CC1,14,.,-0.76,.,.,8,-7,-3,-10
Cc1ccc(CSc2nc3c(c(SCC(=O)O)n2)CCCC3)cc1,17,-0.34,0.089,32,0.7,4,-2,9,-1
CCn1c2ccccc2c2cc(C3N=C(N)Nc4nc5ccccc5n43)ccc21 (centres undefined),9,3.2,.,-7,1.1,0,15,5,4
CC/C(=N\n1nnnc1Nc1ccccc1)c1ccccc1,.,0.7,1.2,.,.,0,.,.,0
O=C1CN(C(=O)c2cc(Br)c(Br)s2)c2ccccc2N1,-3,-2.9,-0.54,46,0.5,17,-4,37*,-16
CCSc1ncnc2c(C#N)c3n(c12)CCCCC3,-3,-0.69,0.78,18,0.8,0,-11,3,-3
O=C(COc1ccc2ccccc2c1Br)NNC(=O)Nc1ccccc1,-1,0.55,0.13,-45,1.4,0,-11,13,3
CCCC1CC(C)(C(=O)CSc2n[nH]c(-c3ccccc3)n2)OC1=O (centres undefined),-9,0.86,1.1,42,0.6,6,-4,3,-3
COc1ccc2sc(NC(=O)CC(C)C)nc2c1,1,-0.99,0.33,66*,0.3,0,6,15,-3
c1ccc2[nH]c(NCCCN3CCOCC3)nc2c1,6,0.87,-0.76,2,1,-7,2,17,5
CCC(C)c1ccc(OCCn2cc(/C=N/NC(=O)CSc3nnc(C)s3)c3ccccc32)cc1 (centres undefined),-8,-0.95,-0.71,16,0.8,16,-23,4,-16
O=C(NCCSCc1ccco1)Nc1ccc(Cl)cc1,0,1.8,-0.11,36,0.6,4,21,13,-5
Cc1c(/C=N/N=C2\CCC3C4CCc5cc(O)ccc5C4CCC23C)cnn1C (centres undefined),-3,0.77,-0.78,23,0.8,-6,-11,0,2
O=C(O)CN1C(=O)COc2cc(S(=O)(=O)N3CCCC3)ccc21,8,.,0.9,11,0.9,-9,2,-7,9
Oc1[nH]c2ccccc2c1/C=N/c1nccs1,6,-0.88,.,14,0.9,-14,10,13,10
COc1ccc(N2CCN(S(=O)(=O)c3cccc4nsnc34)CC2)cc1,20,-0.82,-1,-15,1.2,6,-4,7,-3
COc1cc(C(=O)NC2=NCCS2)ccc1OCc1c(C)noc1C,.,0.48,-1.7,60*,0.4,.,.,.,.
CSc1ccccc1NC(=O)CN(c1ccccc1)S(=O)(=O)N(C)C,-2,-1.1,0.022,40,0.6,5,1,16,-8
COc1ccc(S(=O)(=O)Cc2ccc(C(=O)NCc3cccs3)o2)cc1,-2,.,1.5,60*,0.4,0,-1,6,-2
CCCS(=O)(=O)N1CCC(C(=O)NCCN(CC)c2ccccc2)CC1,-1,-0.28,-0.58,-35,1.4,14,-4,2,-16
Cc1ccc(CNc2ccc3c(c2)OCO3)c(C)c1,-2,.,0.087,15,0.8,16,0,39*,-16
CCOc1ccccc1N(CC(=O)Nc1ccccc1C(=O)OC)S(C)(=O)=O,-1,1.8,0.0057,7,0.9,-2,-8,4,-1
O=C(CCN1CCCCC1)c1ccc2c(c1)OCO2,-7,0.63,-0.86,-2,1,2,-2,12,0
C/C(=C\C(=O)c1ccc(C)o1)Nc1ccc(C(=O)O)cc1C,4,-0.37,-1.5,-14,1.1,2,1,5,-2
CN=C1SC(CC(=O)Nc2ccc(C(=O)O)cc2)C(=O)N1C (centres undefined),-5,1.5,-0.38,8,0.9,13,2,4,-11
COc1cc(C)c(CNc2cccc(C)c2)cc1C,-12,0.2,-1.7,71*,0.3,-4,4,1,3
